Screens: PubChem BioAssay, Broad Institute
Cneo AK release – causes C. neoformans cell lysis | lysis activity, % at 15 µM | 360,000 tested, 0.2% active | adenylate kinase release luminescence, 4 h; normalised: neutral wells 0, clomiphene wells 100;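 active means mean lysis activity across replicates of at least 80%, whatever share of replicates individually reach that level; inactive means mean lysis activity below 80%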
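read-out = cell lysis signal | test system = log-phase Cryptococcus neoformans yeast cells | input = cells at 5 × 10^6 per mL | medium = fresh YPD growth medium | signal = luminescent adenylate kinase detection reagent | timing = 4 h at 37 °C static, read 1 h later | dosing = single dose | controls = Clomiphene as positive lysis control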
esBAF inh – inhibitors of esBAF chromatin remodeling in mouse ES cells | reporter increase, % at 12.5 µM | AID 602393 | 350,000 tested, 2% active | Bmi1-luciferase knock-in reporter, 24 h; 100% = twice the neutral-well signal; in the data active means activation above about 40%; inconclusive means no clear call, values can overlap the other calls;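 further: 0% = median of the plate's neutral control wells and 100% = double that signal; a rise in the Bmi1 reporter signal indicates esBAF inhibition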
ARNT-TACC3 inh – ARNT/TACC3 interaction disruption; Q9Y6A5; AlphaScreen His-ARNT PAS-B/GST-TACC3 binding, luminescence; TACC3 fragment carries E629A point mutation; inhibition, % at 9.99 µM; 390,000 tested, 0.66% active; AID 623870;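 active means mean inhibition of replicates at least 50% and at least half of replicates each reaching 50%; inconclusive means half or more replicates reach 50% but mean below 50%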;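 further: 0% = complete ARNT plus TACC3 wells and 100% = ARNT alone without TACC3; many hits fall short of the cut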
SIRT5 inh – inhibitors of human sirtuin-5 desuccinylase | Q9NXA8 | Purified SirT5, succinyl-peptide AMC, trypsin-coupled fluorescence | inhibition, % at 15 µM | 330,000 tested, 1.1% active; in the data active means inhibition above about 15%; inconclusive means no clear call, values can overlap the other calls
Target sequence (Q9NXA8 whole entry, looked up): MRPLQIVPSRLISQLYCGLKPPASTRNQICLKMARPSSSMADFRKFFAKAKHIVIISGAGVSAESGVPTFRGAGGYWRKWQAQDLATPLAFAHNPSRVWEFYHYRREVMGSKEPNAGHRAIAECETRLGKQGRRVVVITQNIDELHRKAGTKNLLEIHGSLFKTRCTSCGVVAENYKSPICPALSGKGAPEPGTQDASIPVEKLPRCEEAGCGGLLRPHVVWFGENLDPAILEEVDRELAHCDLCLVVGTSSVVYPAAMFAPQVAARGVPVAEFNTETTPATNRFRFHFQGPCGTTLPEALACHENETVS
miR-122 sensor – inhibitors of miR-122 in Huh7 cells | 340,000 tested, 0.3% active | Huh7 miR-122 Renilla luciferase sensor, 48 h; neutral wells = 0, positive control = 100 | activation (reporter increase), % at 12.5 µM;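 active means mean replicate activation score at least 90 and every replicate individually at or above 90; inconclusive means only one of the two criteria met; inactive means neither criterion met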;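 further: higher luciferase means less miR-122 activity so hits act as miR-122 inhibitors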
Statin myotox sup – suppression of simvastatin myotoxicity; 330,000 tested, 0.78% active; AID 602340; rescue of ATP level, % at 7.49 µM; C2C12 myotubes + simvastatin, ATP luminescence, 48 h; scaled: DMSO 0, geranylgeraniol control 100;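 active means mean ATP rescue above about 67%, or every replicate alone reaching that limit, limit read from the data, passing the limit was not always enough; inconclusive means no clear call, values can overlap the other calls; inactive means mean under the limit and some replicate under it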;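 further: myotubes were challenged with 10 µM simvastatin during compound exposure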
ERp5 inh – ERp5 (human) disulfide isomerase inhibition | Q15084 | ERp5 insulin aggregation, absorbance 650 nm, 90 min | inhibition, % at 9.99 µM | 350,000 tested, 0.05% active;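 active means mean replicate inhibition above about 25%, with every replicate also reaching it, limit read from the data, passing the limit was not always enough; inconclusive means only one of those two criteria met; inactive means neither criterion met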
Target sequence (Q15084 whole entry, looked up): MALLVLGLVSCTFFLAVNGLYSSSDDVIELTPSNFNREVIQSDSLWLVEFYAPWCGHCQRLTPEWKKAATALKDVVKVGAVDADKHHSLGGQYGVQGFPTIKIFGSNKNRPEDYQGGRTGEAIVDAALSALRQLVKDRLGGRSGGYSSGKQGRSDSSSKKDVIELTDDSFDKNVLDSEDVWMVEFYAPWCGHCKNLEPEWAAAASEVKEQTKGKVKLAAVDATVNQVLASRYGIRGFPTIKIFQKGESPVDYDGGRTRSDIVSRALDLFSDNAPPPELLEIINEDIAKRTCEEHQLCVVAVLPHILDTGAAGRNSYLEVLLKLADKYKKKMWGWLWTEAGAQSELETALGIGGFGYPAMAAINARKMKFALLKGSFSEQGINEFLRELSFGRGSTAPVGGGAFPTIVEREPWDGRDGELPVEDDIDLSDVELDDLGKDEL
An asterisk follows results filed as active; ? = inconclusive; . = not tested or not shown; [ ] = another dose, or the depositor's remark.

(1) Cc1noc(C)c1NC(=O)Nc1cccc2c1O[C@@H](CN(C)S(=O)(=O)c1cccs1)[C@H](C)CN([C@H](C)CO)C2=O
(2) Cc1ccc(S(=O)(=O)N(C)CC(=O)Nc2nc3ccccc3s2)cc1
(3) COCC(=O)N1C[C@H]2[C@@H](c3ccccc31)[C@H](CO)N2Cc1cc(F)ccc1F
(4) O=[n+]1c2c(n([O-])c3cc(F)ccc31)CCCC2
(5) CCOC(=O)N1CCN(C(=O)C2CCN(C(=O)c3ccc([N+](=O)[O-])cc3)CC2)CC1

Compound	1	2	3	4	5
Cneo AK release	0	-1	-1	1	-1
esBAF inh	0	.	-2	-4	2
ARNT-TACC3 inh	-8	3	2	7	-2
SIRT5 inh	-4	.	4	.	-2
miR-122 sensor	-5[16.7 µM]	-2	6[16.7 µM]	-2	-8
Statin myotox sup	-5	.	-11	4	2
ERp5 inh	0	.	-3	.	1

(6) COc1ccc2c3c([nH]c2c1)C1CC2C(CC(O)C(OC)C2C(=O)O)CN1CC3 (configuration not stated)
(7) O=C(O)c1cn(C2CCCCC2)c2ccccc2c1=O
(8) N/C(=N\OC(=O)CSc1ccccc1)c1ccncc1
(9) O=C(C[C@@H]1CC[C@H]2[C@@H](COC[C@@H](O)CN2C(=O)c2cnccn2)O1)N1CCN(c2ccccc2)CC1
(10) COc1cc(/C=C/C(=O)OCC(=O)Nc2ccc3c(c2)OCCO3)ccc1OCC#N

Compound	6	7	8	9	10
Cneo AK release	2	6	-2	4	1
esBAF inh	-1	4	36	-2	.
ARNT-TACC3 inh	7	5	-2	0	-2
SIRT5 inh	0	-4	0	10	-4
miR-122 sensor	-3	8	1	-1[16.7 µM]	3
Statin myotox sup	-7	1	3	-2	.
ERp5 inh	7	-1	16	-3	4

(11) CCCNC(=O)Nc1ccc2c(c1)OC[C@@H](C)N(CCC)C[C@H](C)[C@H](OC)CN(C)C2=O
(12) O=C(O)c1cccc(N2C(=O)CSC2c2c(F)cccc2Cl)c1 (configuration not stated)
(13) COc1cc(C2/C(=C(/O)c3ccc(F)cc3)C(=O)C(=O)N2CCCC(=O)O)ccc1O (configuration not stated)
(14) Cc1ccc2c(c1)-c1c(cnn1CC(=O)N1CCCN(Cc3ccccc3F)C1)CO2
(15) CC1(C)OC(=O)C(=CNC(CCC(N)=O)C(=O)O)C(=O)O1 (configuration not stated)

Compound	11	12	13	14	15
Cneo AK release	2	0	0	-3	1
esBAF inh	2	-1	7	-5	-3
ARNT-TACC3 inh	-4	-5	-4	.	0
SIRT5 inh	8	.	.	-6	.
miR-122 sensor	-31[16.7 µM]	4	-5	5	0
Statin myotox sup	-10	0	12	5	-9
ERp5 inh	6	.	.	2	.

(16) O=C(O)c1cccnc1SCC(=O)C12CC3CC(CC(C3)C1)C2
(17) Cc1cc(NS(=O)(=O)c2ccc(C(C)C)cc2)no1
(18) COc1ccc(C(=O)NCCN2C(=O)S/C(=C\c3cccnc3)C2=O)cc1[N+](=O)[O-]
(19) CC(=O)Cn1cnc2sc(-c3ccccc3)cc2c1=O
(20) C[C@H]1CN([C@@H](C)CO)C(=O)c2cc(C#CC3CCCCC3)cnc2O[C@@H]1CN(C)C(=O)Cc1ccccn1

Compound	16	17	18	19	20
Cneo AK release	1	0	.	-3	-3
esBAF inh	.	-3	.	.	0
ARNT-TACC3 inh	-2	-3	4	-1	10
SIRT5 inh	-5	-3	-1	.	2
miR-122 sensor	35	-12	.	-11	-3[16.7 µM]
Statin myotox sup	.	6	.	.	17
ERp5 inh	-1	3	-4	.	-2

(21) CCO[C@@H]1OC(C(=O)O)=C[C@H](C2CCCCC2)[C@H]1CCCO
(22) CCNC(=S)N1CCN=C1Nc1nc(C)cc(C)n1
(23) CCCCOc1ccc(C(=O)NN2CCOCC2)cc1
(24) COc1ccc(OC)c(C2CC(=O)N3CN(c4ccc(C)c(Cl)c4)CSC3=C2C#N)c1 (configuration not stated)
(25) CC(=O)Nc1ccc(NC(=O)C(C)OC(=O)CCCOc2ccc(Cl)cc2C)cc1 (configuration not stated)

Compound	21	22	23	24	25
Cneo AK release	-2	.	.	1	0
esBAF inh	3	.	.	19	1
ARNT-TACC3 inh	-5	2	-9	-3	-4
SIRT5 inh	.	2	-5	-1	-3
miR-122 sensor	-3	4	.	-1	-1
Statin myotox sup	-5	.	.	11	4
ERp5 inh	18	-5	-6	-6	-2

(26) O=C(NNC1=NCCCCC1)c1cccc([N+](=O)[O-])c1
(27) O=C(NCc1ccc(Cl)cc1)C1CCN(S(=O)(=O)c2ccc(F)cc2)CC1
(28) CCC(=O)c1ccc(OCC(=O)NCCc2ccccn2)cc1
(29) Cc1sc2ncn(-c3ccccc3)c(=O)c2c1C
(30) COc1ccc(C(=O)NCC2(c3ccccc3)CCOCC2)cc1

Compound	26	27	28	29	30
Cneo AK release	.	-2	1	.	-10
esBAF inh	.	-2	-15	.	.
ARNT-TACC3 inh	-2	14	1	-11	-9
SIRT5 inh	0	5	1	-3	-3
miR-122 sensor	.	8	2	-2	.
Statin myotox sup	.	-4	7	.	.
ERp5 inh	0	7	8	-4	4

3 compounds picked at random from those above:
(16) O=C(O)c1cccnc1SCC(=O)C12CC3CC(CC(C3)C1)C2
(11) CCCNC(=O)Nc1ccc2c(c1)OC[C@@H](C)N(CCC)C[C@H](C)[C@H](OC)CN(C)C2=O
(6) COc1ccc2c3c([nH]c2c1)C1CC2C(CC(O)C(OC)C2C(=O)O)CN1CC3 (configuration not stated)

Compound	16	11	6
Cneo AK release	1	2	2
esBAF inh	.	2	-1
ARNT-TACC3 inh	-2	-4	7
SIRT5 inh	-5	8	0
miR-122 sensor	35	-31[16.7 µM]	-3
Statin myotox sup	.	-10	-7
ERp5 inh	-1	6	7

New compounds follow
(31) COc1ccc(CCNC(=O)CCNC(=O)c2ccc(Cl)cc2)cc1OC
(32) C=CCn1c(=S)[nH]c2nc3c(cc2c1=O)CCCC3
(33) COc1cccc(C(=O)NCc2ccc(N3CCN(C(=O)OC(C)(C)C)CC3)cc2)c1
(34) CCCC#Cc1ccc2c(c1)O[C@@H](CN(C)C(=O)Nc1ccccc1F)[C@H](C)CN([C@H](C)CO)S2(=O)=O
(35) CNc1nc(N/N=C/c2ccc([N+](=O)[O-])cc2)nc(Nc2ccccc2)n1

Compound	31	32	33	34	35
Cneo AK release	.	1	0	10	.
esBAF inh	.	?	9	-1	.
ARNT-TACC3 inh	-4	-1	-3	-4	5
SIRT5 inh	1	-2	.	20*	0
miR-122 sensor	.	.	1	-2[16.7 µM]	.
Statin myotox sup	.	6	15	-21	.
ERp5 inh	1	7	.	4	-5

(36) S=C1NC[C@H](Cc2ccccc2)N1CC1CCN(CCCCc2ccccc2)CC1
(37) COc1cc(C=O)ccc1Oc1nc(Nc2ccc(F)cc2F)nc(N2CCOCC2)n1
(38) Cc1noc(C)c1NC(=O)N(C)C[C@@H]1OCCCC[C@H](C)Oc2ccc(NC(=O)Cc3ccccc3)cc2C(=O)N([C@H](C)CO)C[C@@H]1C
(39) CC(C)C#Cc1cnc2c(c1)C(=O)N([C@@H](C)CO)C[C@@H](C)[C@H](CN(C)C(=O)Nc1ccccc1F)O2
(40) O=C(CSc1nc2ccccc2c(=O)n1CCC(=O)N1CCCCC1)NCc1ccccc1

Compound	36	37	38	39	40
Cneo AK release	2	.	1	2	-3
esBAF inh	-10	.	0	2	-3
ARNT-TACC3 inh	12	.	0	-4	-3
SIRT5 inh	-7	10	-4	-1	.
miR-122 sensor	-2	5	1[16.7 µM]	-3[16.7 µM]	3
Statin myotox sup	1	.	.	6	23
ERp5 inh	-1	-5	2	0	.

(41) COc1ccc(S(=O)(=O)N2CCOC2CNC(=O)C(=O)NCC(C)C)cc1OC (configuration not stated)
(42) CCOc1ccc(S(=O)(=O)N(CC)CC(=O)NCc2cccnc2)cc1C
(43) CC(=O)c1c(C)[nH]c(C(=O)COC(=O)COc2ccccc2)c1C
(44) COC(C(=O)NC1CCCCCCC1)c1ccccc1 (configuration not stated)
(45) c1cncc(-c2cn(C[C@H]3CC[C@H](Cn4cc(-c5cccnc5)nn4)O3)nn2)c1

Compound	41	42	43	44	45
Cneo AK release	0	5	5	1	-1
esBAF inh	.	-5	-6	.	-5
ARNT-TACC3 inh	-7	2	-6	-5	-3
SIRT5 inh	-2	1	11	.	-4
miR-122 sensor	-3	-5	.	0	.
Statin myotox sup	.	5	1	.	-6
ERp5 inh	17	-1	2	.	9

(46) COCC(=O)Nc1cccc(C(F)(F)F)c1
(47) Cc1cc(=O)c(C(=O)Nc2cccc(N3CCCC3=O)c2)nn1-c1ccccc1F
(48) CCN1C(=O)C(=O)N(CC(=O)Nc2ccccc2OC(F)F)C1=O
(49) CC(C)(C)OC(=O)C[C@H]1C/C=C\C[C@H](CC(=O)N(CCO)Cc2ccccc2)C(=O)NCCOC1=O
(50) COc1ccc(CNS(=O)(=O)c2cccc(S(=O)(=O)N3CCOCC3)c2)cc1

Compound	46	47	48	49	50
Cneo AK release	1	0	-1	8	.
esBAF inh	2	-2	-4	-4	-1
ARNT-TACC3 inh	-2	2	.	2	4
SIRT5 inh	.	2	5	-1	-3
miR-122 sensor	2	-9	.	0	-1
Statin myotox sup	6	1	11	1	3
ERp5 inh	.	3	-2	-5	-3

(51) Cc1ccc(S(=O)(=O)Nc2ccccc2-c2ccccc2)cc1
(52) CC(=O)Nc1ccc(S(=O)(=O)N2CCCCC2C(=O)O)cc1 (configuration not stated)
(53) O=C(CSC1=NS(=O)(=O)c2cc(Cl)ccc2N1)NCCc1ccccc1
(54) Cc1ccc(S(=O)(=O)n2nc(C)cc2C)cc1
(55) COc1cc(CCCN2C(=O)C(=O)NC[C@@H]2C(C)O)cc(OC)c1OC (some centres not stated)

Compound	51	52	53	54	55
Cneo AK release	-2	.	0	0	0
esBAF inh	7	.	-8	-4	-8
ARNT-TACC3 inh	-3	2	0	0	-6
SIRT5 inh	.	-1	-2	.	-2
miR-122 sensor	161*	.	.	28	.
Statin myotox sup	-104	.	-5	3	0
ERp5 inh	.	-5	4	.	-4

(56) COc1ccc(C(=O)CSc2nc(C)cc(C)n2)cc1[N+](=O)[O-]
(57) O=[N+]([O-])c1cc(/C=N/N/C(=N/c2ccccn2)c2ccccn2)ccc1O
(58) O=C(c1ccc(CS(=O)(=O)c2ccc(Br)cc2)o1)N1CCN(C2CCCCC2)CC1
(59) CO[C@@H]1CN(C)C(=O)c2cc(NS(=O)(=O)c3cccc(C)c3)ccc2OC[C@H](C)NC[C@H]1C
(60) Cc1cc(C)n(C(C)CC(=O)N2CCc3ccccc32)n1 (configuration not stated)
(61) CC1CCN(S(=O)(=O)c2ccc3c(c2)oc(=O)n3C)CC1
(62) COc1cccc(NC(=O)C2CC(=O)OC23CCOC(C)(C)C3)c1 (configuration not stated)
(63) CCOc1ccc(C2C(C(=O)OC)=C(C)N=C3SCCC(=O)N32)cc1OCC (configuration not stated)

Compound	56	57	58	59	60	61	62	63
Cneo AK release	-1	.	2	0	1	-2	-1	-8
esBAF inh	-2	.	-6	0	-1	1	-6	0
ARNT-TACC3 inh	-10	66*	-14	2	0	-5	-12	1
SIRT5 inh	-5	13	.	9	1	0	.	.
miR-122 sensor	-7	.	2	23[16.7 µM]	28	6	-10	9
Statin myotox sup	0	.	-12	4	12	-12	-7	-2
ERp5 inh	2	-3	3	-13	6	6	.	.
